GSK3B inh – human GSK3beta kinase inhibition; P49841; GST-GSK3beta kinase, ADP-Glo luminescence, 60 min; hits give low values; activity score (negative = inhibition), % at 10 µM; actives 0.038% (n = 300,000);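 active = more than half of replicate wells score below -50%, meaning over 50% inhibition versus plate controls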;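 also: 0% = median DMSO wells and -100% = median GW8510 positive control wells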
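Test system: GST-tagged human GSK3beta kinase, cell-free; evaluation: activity score scaled between in-plate DMSO and GW8510 controls; measured by: ADP-Glo luminescence; incubation: 60 min reaction, RT; benchmarks: DMSO and 20 µM GW8510; reagent: peptide substrate plus 25 µM ATP (final); medium: Tris/MgCl2 kinase buffer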
PolyA inh – yeast polyadenylation inhibition; calls only at 12 µM; S. cerevisiae SKY197-pL101 polyadenylation reporter, beta-gal luminescence; efflux-impaired pdr1/pdr3 knockout yeast; score 100 = 6 SD above DMSO; AID 1875; actives 0.02% (n = 300,000);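 active = lowest replicate activity score at least 50, where 100 means six control SD above control mean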;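 also: yeast exposed to compound for 9 h at 30 °C; higher score means more reporter readthrough which indicates perturbed polyadenylation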
GSK3 alpha inh – blocks human GSK-3 alpha kinase. P49840. inhibition, % at 10 µM. actives 0.1% (n = 320,000). ADP-Glo luminescence, 60 min;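 in the data active = inhibition above about 50%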;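 also: GST-tagged GSK-3 alpha with peptide substrate and 25 µM ATP; 0% = DMSO neutral wells and 100% = GW8510 positive control wells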
Target sequence (P49840 whole entry, looked up): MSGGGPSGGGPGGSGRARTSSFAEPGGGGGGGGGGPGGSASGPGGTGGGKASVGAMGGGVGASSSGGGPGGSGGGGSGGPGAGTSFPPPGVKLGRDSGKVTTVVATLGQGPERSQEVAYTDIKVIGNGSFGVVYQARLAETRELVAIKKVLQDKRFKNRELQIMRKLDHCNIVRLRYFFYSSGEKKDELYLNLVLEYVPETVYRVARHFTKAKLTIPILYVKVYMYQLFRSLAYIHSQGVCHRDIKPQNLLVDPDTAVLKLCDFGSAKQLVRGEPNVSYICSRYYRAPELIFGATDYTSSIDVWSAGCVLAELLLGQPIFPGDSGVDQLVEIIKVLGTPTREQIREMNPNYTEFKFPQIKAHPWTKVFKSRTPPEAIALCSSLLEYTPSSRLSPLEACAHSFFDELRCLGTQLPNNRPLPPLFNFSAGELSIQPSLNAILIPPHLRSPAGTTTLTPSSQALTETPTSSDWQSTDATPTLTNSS
hERG protect – compounds protecting human hERG from proarrhythmic drug block; Q12809; CHO-hERG, FluxOR thallium flux, dofetilide IC70 present; activation (rescue from dofetilide block), less the hit threshold, % at 10 µM; actives 0.51% (n = 310,000); AID 1511;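 active = activation above the mean of controls blocked by dofetilide plus 5 SD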;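 also: thallium influx through hERG after potassium depolarization seen as dye fluorescence rise; in these data hits start at about 4.7%; inactives centre near -7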
RGS4 pot – potentiators or activators of RGS4. HEK293 M3R/inducible RGS4, carbachol calcium flux Fluo4; hits give low values. B-score at 10 µM. actives 0.92% (n = 310,000);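 active = B-score of the integrated calcium signal more than 4 SD below the library mean, with starting fluorescence not abnormally high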;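 also: negative B-score means reduced calcium response which marks RGS4 activation or potentiation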
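Detection: kinetic calcium fluorescence imaging with Fluo4-AM dye, 2 µM / Material: HEK293 cells with stable M3R and inducible RGS4 / Schedule: recording 10 s baseline at 1 Hz, 100 s post-agonist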
RGS4 block – inhibitors of human RGS4; P49798; HEK293 M3R/RGS4 inducible, Fluo-4 calcium flux; hits give high values; triggered by carbachol at its EC20; B-score at 10 µM; actives 0.45% (n = 310,000); AID 463165;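 active = B-score, a plate-corrected calcium signal, over three deviations above library mean, with baseline fluorescence within five deviations of library mean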;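 also: RGS4 expression induced by doxycycline in cells with stable M3 receptor; B-score is computed from the integrated fluorescence ratio over baseline after carbachol; higher B-score means a larger calcium signal and so more RGS4 inhibition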
Target sequence (P49798 whole entry, looked up): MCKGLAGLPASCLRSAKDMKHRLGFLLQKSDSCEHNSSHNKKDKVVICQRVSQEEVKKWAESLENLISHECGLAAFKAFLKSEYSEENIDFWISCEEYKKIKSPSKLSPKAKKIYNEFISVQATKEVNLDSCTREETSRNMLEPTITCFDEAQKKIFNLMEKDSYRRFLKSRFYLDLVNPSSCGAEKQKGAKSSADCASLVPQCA
KCNQ1 block – human KCNQ1 channel inhibition | P51787 | CHO-K1 KCNQ1, FluxOR thallium flux fluorescence; hits give high values | B-score at 10 µM | actives 1.3% (n = 310,000);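 active = compounds whose thallium flux B-score, printed positive for inhibition, exceeds three library SD while starting fluorescence stays within three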;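 also: channel opened by potassium depolarization with thallium stimulus after 20 min compound exposure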
DYRK1A inh – blocks rat Dyrk1A kinase activity. actives 0.43% (n = 310,000). Q63470. ADP-Glo luminescence, NFATc1 peptide. AID 504441. inhibition, % at 12.5 µM; in the data active = inhibition above about 50%;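 also: plate controls were vehicle with enzyme for no effect and no enzyme for full effect; many of its hits are not listed in these tables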
KCNK9 inh – human KCNK9 channel inhibition; Q9NPC2; HEK293 KCNK9, FluxOR thallium flux fluorescence; hits give low values; B-score at 10 µM; actives 1.2% (n = 310,000); AID 488922;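 active = ratio B-score over 3 SD below the library mean, with starting fluorescence within 5 SD of its mean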;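 also: negative B-score means less thallium flux so channel inhibition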
KCNK3 inh – human KCNK3 channel inhibition, primary screen. actives 0.84% (n = 340,000). B-score at 10 µM. CHO-KCNK3 thallium flux, FluxOR fluorescence; hits give low values. O14649;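 active = B-score under library mean minus 4 SD, starting fluorescence ratio at most library mean plus 5 SD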;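 also: more negative B-score means stronger inhibition of thallium flux through KCNK3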
Target sequence (O14649 whole entry, looked up): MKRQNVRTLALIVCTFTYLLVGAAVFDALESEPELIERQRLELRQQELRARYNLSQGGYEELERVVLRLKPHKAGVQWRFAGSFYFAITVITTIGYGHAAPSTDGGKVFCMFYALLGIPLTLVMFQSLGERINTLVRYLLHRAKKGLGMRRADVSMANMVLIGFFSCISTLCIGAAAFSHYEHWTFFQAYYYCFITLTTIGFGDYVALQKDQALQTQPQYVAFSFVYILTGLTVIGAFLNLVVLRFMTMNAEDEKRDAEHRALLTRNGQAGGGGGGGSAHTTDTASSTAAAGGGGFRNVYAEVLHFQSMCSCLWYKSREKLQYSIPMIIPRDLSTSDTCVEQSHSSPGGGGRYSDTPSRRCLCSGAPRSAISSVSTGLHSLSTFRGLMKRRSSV
KCNQ1 pot – potentiates or activates the human KCNQ1 potassium channel. CHO-K1 KCNQ1, thallium flux FluxOR fluorescence; hits give high values. B-score at 10 µM. actives 0.35% (n = 310,000);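 active = fluorescence ratio B-score, a plate-corrected score, at least three library SD, with initial intensity B-score within 5 SD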
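System: Stable KCNQ1 CHO-K1 line | Incubation: 90 min dye loading and 20 min compound exposure, both at room temperature | Measure: Ratio B score | Medium: Assay buffer for compound exposure, DMSO matched across wells | Compound dosing: Single-concentration screen | Probe or stimulus: K+/Tl+ depolarizing stimulus | Measured by: Kinetic FluxOR fluorescence, 10 s baseline plus 110 s post-stimulus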
An asterisk follows results filed as active; i = inactive; / = no result given. Only part of the results is shown, so the mix of outcomes need not match the whole.

Values in the order: PolyA inh, KCNK3 inh, KCNQ1 pot, GSK3B inh, KCNQ1 block, DYRK1A inh, hERG protect, GSK3 alpha inh, RGS4 pot, RGS4 block, KCNK9 inh
Cn1ccnc1/C(=N\NC(=O)c1ccccc1)c1cccc([N+](=O)[O-])c1
→ i, i, i, -4, i, /, -4, -1, i, i, i
COCCCNC(=S)N/N=C/c1ccc(N(C)C)cc1
→ i, i, i, 2, i, 9, -4, -3, i, i, i
O=C(CNC(=O)c1ccco1)N/N=C/c1ccccc1[N+](=O)[O-]
→ i, i, i, 2, i, -1, -12, /, i, i, i
CCOC(=O)c1sc2nc(CSc3ccccc3)nc(N3CCCN(C)CC3)c2c1C
→ i, i, i, -4, i, 0, -38, 4, i, i, i
CNC(=O)c1cc(S(=O)(=O)N2CC(C)OC(C)C2)ccc1N1CCCCC1 (stereo not drawn)
→ i, i, i, -4, i, 1, -4, /, i, i, i
Cc1cc(C)c(COCc2cc(/C=N/O)c(C)cc2C)cc1/C=N/O
→ i, i, i, -1, i, 2, -7, -1, i, i, i
Cc1cc(NS(C)(=O)=O)c(=O)n(Cc2c(F)cccc2Cl)c1
→ i, i, i, 3, i, /, -7, -1, i, i, i
Cc1ccc(CNc2nc3ccccc3n2C)cc1
→ i, i, i, /, i, 2, -4, 6, i, i, i
Cc1cc(CNC(=O)c2cc(COc3ccc(F)c(F)c3)on2)nn1C
→ i, i, i, 2, i, -4, -13, 0, i, i, i
O=[N+]([O-])c1ccc(F)c(N=Cc2ccc(Br)s2)c1
→ i, i, i, 1, i, -44, -2, 2, i, i, i
CCN(CC)CC1(O)CCN(C(=O)c2ccc(Cl)c(Cl)c2)CC1
→ i, i, i, 5, i, 2, -17, -1, i, i, i
O=C(COC(=O)CCSc1ccccc1)Nc1cc(F)ccc1F
→ i, i, i, 4, i, 8, -5, -6, i, i, i
COC(=O)c1ccc(N2C(=O)CC(N3CCC(O)(c4ccc(Br)cc4)CC3)C2=O)cc1 (stereo not drawn)
→ i, i, i, -1, i, -3, -9, -2, i, i, i
O=c1c(-c2cccc([N+](=O)[O-])c2)[n+]([O-])c2ccccc2n1O
→ i, i, i, 2, i, -1, -10, -2, i, i, i
CC(C)C(OC(=O)c1ccco1)C(=O)NC1CCCCC1 (stereo not drawn)
→ i, i, i, -4, i, -1, -4, -2, i, i, i

Arranged by length of the SMILES (rising): part of the list above
Values in the order: PolyA inh, KCNK3 inh, KCNQ1 pot, GSK3B inh, KCNQ1 block, DYRK1A inh, hERG protect, GSK3 alpha inh, RGS4 pot, RGS4 block, KCNK9 inh
Cc1ccc(CNc2nc3ccccc3n2C)cc1
→ i, i, i, /, i, 2, -4, 6, i, i, i
COCCCNC(=S)N/N=C/c1ccc(N(C)C)cc1
→ i, i, i, 2, i, 9, -4, -3, i, i, i
CC(C)C(OC(=O)c1ccco1)C(=O)NC1CCCCC1 (stereo not drawn)
→ i, i, i, -4, i, -1, -4, -2, i, i, i
O=C(COC(=O)CCSc1ccccc1)Nc1cc(F)ccc1F
→ i, i, i, 4, i, 8, -5, -6, i, i, i
O=[N+]([O-])c1ccc(F)c(N=Cc2ccc(Br)s2)c1
→ i, i, i, 1, i, -44, -2, 2, i, i, i
CCN(CC)CC1(O)CCN(C(=O)c2ccc(Cl)c(Cl)c2)CC1
→ i, i, i, 5, i, 2, -17, -1, i, i, i
Cc1cc(C)c(COCc2cc(/C=N/O)c(C)cc2C)cc1/C=N/O
→ i, i, i, -1, i, 2, -7, -1, i, i, i
O=C(CNC(=O)c1ccco1)N/N=C/c1ccccc1[N+](=O)[O-]
→ i, i, i, 2, i, -1, -12, /, i, i, i
CCOC(=O)c1sc2nc(CSc3ccccc3)nc(N3CCCN(C)CC3)c2c1C
→ i, i, i, -4, i, 0, -38, 4, i, i, i
O=c1c(-c2cccc([N+](=O)[O-])c2)[n+]([O-])c2ccccc2n1O
→ i, i, i, 2, i, -1, -10, -2, i, i, i
COC(=O)c1ccc(N2C(=O)CC(N3CCC(O)(c4ccc(Br)cc4)CC3)C2=O)cc1 (stereo not drawn)
→ i, i, i, -1, i, -3, -9, -2, i, i, i

Next compounds follow:
Values in the order: PolyA inh, KCNK3 inh, KCNQ1 pot, GSK3B inh, KCNQ1 block, DYRK1A inh, hERG protect, GSK3 alpha inh, RGS4 pot, RGS4 block, KCNK9 inh
OC1CCCN(C(=S)NCc2ccccc2)C1 (stereo not drawn)
→ i, i, i, 4, i, 1, -13, -1, i, i, i
COC(=O)c1c(NC(=O)c2ccccc2)sc(C(N)=O)c1C
→ /, i, i, 3, i, -3, -1, -9, i, i, i
COc1ccc2nc(/N=C(\N)NC(=O)C(C)(C)C)nc(C)c2c1
→ i, i, i, 1, i, 2, -10, -1, i, i, i
O=C(NC(=S)Nc1ccc2oc(=O)ccc2c1)c1ccco1
→ i, i, i, 11, i, 9, -3, -1, i, i, i
O=C(CSC(=S)N1CCOCC1)c1ccccc1
→ i, i, i, 4, i, -6, -10, 2, i, i, i
O=C(O)c1cc2cccc(S(=O)(=O)N3CCCCC3)c2cc1O
→ i, i, i, -2, i, 12, -5, 11, i, i, i
O=C(NCC1CCCO1)c1ccccc1S(=O)(=O)c1ccc([N+](=O)[O-])cc1 (stereo not drawn)
→ i, i, i, -3, i, 0, -7, -1, i, i, i
COc1ccc(CCCc2nnc(SCC(=O)Nc3ccccc3F)o2)cc1
→ i, i, i, -2, i, 2, -6, -1, i, i, i
Cc1nc(SCC(=O)Nc2ccccn2)n[nH]1
→ i, i, i, 0, i, /, 2, 2, i, i, i
Cc1nnc(SCC(=O)Nc2nsc(-c3ccc(C(C)(C)C)cc3)n2)s1
→ i, -9.9*, i, 1, i, 12, -14, -4, i, i, i
CCOC(=O)C1CCCN(C(=O)c2cc3cc4ccc(OC)cc4nc3o2)C1 (stereo not drawn)
→ i, i, i, /, i, 16, -9, 0, i, i, i
Cc1c(NC(=O)c2cc(C(C)C)on2)c(=O)n(-c2ccccc2)n1C
→ i, i, i, 0, i, -2, -13, -4, i, i, i
O=C1NN(c2ccccc2)C(=O)/C1=C/c1ccc(Sc2ccc(Cl)cc2)o1
→ i, i, i, -3, i, 6, -10, -3, i, i, i
O=C(O)C1CC=CCC1C(=O)Nc1cccnc1 (stereo not drawn)
→ i, i, i, 0, i, 4, -4, -2, i, i, i
COc1ccc(C)cc1NC(=O)CCNC(=O)c1ccco1
→ i, i, i, 0, i, 14, -3, -1, i, i, i
CC(=O)NC(CCS(C)(=O)=O)C(=O)Nc1ccccc1 (stereo not drawn)
→ /, i, i, -2, i, 4, -5, 0, i, i, i
O=C(NCc1ccncc1)C1CCN(S(=O)(=O)c2cccc(C(F)(F)F)c2)CC1
→ i, i, i, 3, i, 1, -7, /, i, i, i
S=c1[nH]nc(Cn2cnc3ccccc32)n1-c1ccccc1
→ i, i, i, 24, i, 0, -13, -3, i, i, i
O=C(CSc1ncn[nH]1)NCCc1ccc(Cl)cc1Cl
→ i, i, i, 0, i, -4, -2, 0, i, i, i
O=[N+]([O-])c1cc(-n2cnnn2)ccc1N1CCC(Cc2ccccc2)CC1
→ i, i, i, 1, i, 12, -23, -3, i, i, i
O=C(Nc1ccccc1C(=O)NCCc1ccc(O)cc1)c1ccco1
→ i, i, i, 5, i, -3, -1, 0, i, i, i
O=C(NC1CC1)c1ccc2c(Cl)c3c(nc2c1)CCCC3
→ i, i, i, 2, i, 9, -11, 12, i, i, i
O=C(Nc1sc2c(c1C(=O)O)CCCC2)C(=O)N1CCOCC1
→ i, i, i, 3, i, 2, -11, -4, i, i, i
O=C(CSc1ncccn1)NCc1ccc2c(c1)OCO2
→ i, i, i, 1, i, -6, -1, -5, i, i, i
S=C(NCc1ccccc1)Nc1cccc(Cl)c1
→ i, i, i, 1, i, 6, -16, 1, i, i, i
COc1cccc(-n2c(N)c(-c3nc4ccccc4[nH]3)sc2=S)c1
→ i, i, i, 2, i, /, -4, 0, i, i, i
COc1cccc2c(=O)n(CC(=O)Nc3ccc(F)cc3)ccc12
→ i, i, i, 0, i, 6, -12, 0, i, i, i
COc1ccc(OC)c(CCNC(=O)CN2C(=O)CCSc3ccccc32)c1
→ i, i, i, 0, i, 6, -7, 2, i, i, i
O=[N+]([O-])c1cccc(S(=O)(=O)c2ccc(NCCO)c([N+](=O)[O-])c2)c1
→ i, i, i, 0, i, -5, -2, 3, i, i, i
Clc1cccc(NCc2ccccc2)n1
→ i, i, i, 2, i, 1, -23, 0, i, i, i
O=C1CCC(C(=O)N2CCc3ccccc3C2)CN1CCCN1CCOCC1 (stereo not drawn)
→ i, i, i, -3, i, -10, -10, 0, i, i, i
Cc1cc(=O)oc2cc(NC(=O)c3ccccc3Cl)ccc12
→ i, i, i, -1, i, 1, -10, 1, i, i, i
O=C(CN(CC(=O)N1CCOCC1)S(=O)(=O)c1ccc(Br)s1)N1CCOCC1
→ i, i, i, 3, i, 2, -4, -5, i, i, i
COc1cccc(OCC(=O)NNC(=O)c2cnccn2)c1
→ i, i, i, 2, i, 2, -3, -7, i, i, i
CN(C(=O)COC(=O)c1nc(Cl)ccc1Cl)c1ccccc1
→ i, i, i, 1, i, -7, -11, -1, i, i, i
COc1ccc(CNC(=O)Cn2nc(C(F)(F)F)cc2C)cc1
→ i, i, i, 1, i, -3, -15, -5, i, i, i
COc1ccc(C)cc1NC(=O)c1c([N+](=O)[O-])cnn1C
→ i, i, i, -3, i, 10, -3, 0, i, i, i
O=C1C=C(NCc2ccc(Cl)c(Cl)c2)CC1
→ i, i, i, 2, i, -3, -6, -1, i, i, i
CSCCC(=O)N(C)CC1CCN(CCc2cccc(C(F)(F)F)c2)CC1
→ i, i, i, 0, i, /, -9, -2, i, i, i
CN(CCC#N)C(=O)COC(=O)c1cc(Cl)cc(Cl)c1N
→ i, i, i, 3, i, 5, -2, -1, i, i, i
CC(=O)C1=C(O)C(=O)N(c2ccc(Br)cn2)C1c1ccccc1F (stereo not drawn)
→ i, i, i, 3, i, -3, -4, 0, i, i, i

Compound activity from PubChem.
